Bioassay records from PubChem.
HIV peptide binding = cell-free HIV fusion peptide-binding blockers – biochemical, uHTS, fluorescence dequenching, primary screen (AID 1986); cell-free peptide binding, fluorescence dequenching, 30 min; higher % means a stronger effect; inhibition, % at 20 µM, or IC50 in µM where a hit was titrated; 290,000 tested, 0.3% active; in the data active means inhibition mostly above about 52%, no sharp cut-off; inactive means mostly below about 76%; further: some results filed as inactive read as strong as hits
GPR55 activation = selective activators of receptor GPR55 – imaging, U2OS cells, beta-arrestin-GFP redistribution, primary screen (AID 1961). 290,000 tested, 0.048% active. U2OS GPR55 beta-arrestin-GFP redistribution imaging; higher % means a stronger effect. activation, % at 10 µM, or EC50 in µM where a hit was titrated;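 active means activation above 40% with more than 50 cells counted in the well; inconclusive means wells holding fewer than 50 cells, flagged as toxic or sparse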;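 further: U2OS osteosarcoma cells stably expressing GPR55 and beta-arrestin-GFP; plate controls were DMSO negative control for no effect and LPI positive control for full effect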
GPR55 antagonists = GPR55 antagonists blocking LPI-driven arrestin recruitment, primary screen, imaging, U2OS, beta-arrestin-GFP, LPI agonist (AID 2013). U2OS GPR55 beta-arrestin-GFP translocation imaging, LPI antagonism; higher % means a stronger effect. one-dose inhibition, % at 10 µM; IC50 in µM for titrated hits. 290,000 tested, 0.13% active;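 active means spots per cell inhibited over 60%, with over 100 cells counted and total cytoplasm intensity under 500,000; inconclusive means wells with under 100 cells, flagged as likely toxic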;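 further: U2OS cells stably carrying GPR55 and arrestin-GFP stimulated by 5 µM LPI near EC80; imaged beta-arrestin-GFP aggregate spots per cell after agonist stimulation; plate controls were LPI-stimulated DMSO wells for no effect and DMSO wells without LPI for full effect; some results filed as inactive read as strong as hits; confirmed hits need IC50 under 10 µM and bright autofluorescent wells are also inconclusive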
Siah-1 displacement = Siah-1 peptide-binding antagonists, primary screen, biochemical, fluorescence polarization, rhodamine-plectin, uHTS (AID 1817). Siah-1 / rhodamine-plectin peptide fluorescence polarization; higher % means a stronger effect. displacement, % at 20 µM; hits with a dose series show IC50 in µM. 290,000 tested, 0.02% active;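 active means displacement of at least 50% at 20 µM, with a fluorescence ratio check between 0.3 and a set limit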;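 further: plate controls were Siah plus tracer with DMSO for no effect and tracer alone without Siah for full effect; strong numbers were not always called active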
NOD1 NF-kB reporter = inhibition of NOD1-driven NF-kB reporter – cell-based, luminescence, uHTS, primary screen (AID 1578) | NOD1-driven NF-kB luciferase reporter cells, luminescence; higher % means a stronger effect | inhibition, % at 4 µM; hits with a dose series show EC50 in µM | 290,000 tested, 1% active; in the data active means inhibition mostly above about 36%, no sharp cut-off; inactive means mostly below about 34%;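 further: HEK-293T reporter cells stimulated with the NOD1 agonist gamma-tri-DAP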
AID2073 = disruptors of CaV2.2 binding to Mint1 – biochemical, HTRF (AID 2073). inhibition, % at 20 µM; hits with a dose series show IC50 in µM. 290,000 tested, 0.19% active. HTRF protein-protein interaction, Mint1-CaV2.2; higher % means a stronger effect; in the data active means inhibition mostly above about 51%, no sharp cut-off; inconclusive means no clear call, values can overlap the other calls; inactive means mostly below about 53%; further: some results filed as inactive read as strong as hits
KOR beta-arrestin-1 = KOR antagonists, beta-arrestin recruitment, cell-based, luminescence, uHTS (AID 1778). KOR beta-arrestin recruitment, luminescence, antagonist mode; higher % means a stronger effect. inhibition, % at 10 µM, or IC50 in µM where a hit was titrated. 290,000 tested, 0.091% active; in the data active means inhibition above about 50%; further: strong numbers were not always called active
KOR beta-arrestin-2 = kappa opioid receptor activators – cell-based, luminescence, uHTS, primary screen (AID 1777); KOR beta-arrestin recruitment, luminescence; higher % means a stronger effect; one-dose activation, % at 10 µM; EC50 in µM for titrated hits; 280,000 tested, 0.02% active; in the data active means activation above about 50%, passing the limit was not always enough; further: a part of the inactive calls stands beside numbers as strong as those of hits
GPR35 arrestin U2OS = GPR35 antagonists blocking zaprinast-driven arrestin recruitment, primary screen, imaging, U2OS, beta-arrestin-GFP, zaprinast agonist (AID 2058); U2OS GPR35 beta-arrestin-GFP translocation imaging, zaprinast antagonism; higher % means a stronger effect; 290,000 tested, 0.052% active; one-dose inhibition, % at 10 µM; IC50 in µM for titrated hits;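 active means inhibition of at least 50% with at least 30 cells and total cytoplasm GFP at most 10,000,000; inconclusive means under 30 cells or total GFP of 10,000,000 plus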
* marks the source's active call; other numbers are inactive results; ? = inconclusive; nt = no result given; [ ] = dose if it differs, or a comment. An excerpt, so the mix of outcomes need not match the whole.

mol	HIV peptide binding	GPR55 activation	GPR55 antagonists	Siah-1 displacement	NOD1 NF-kB reporter	AID2073	KOR beta-arrestin-1	KOR beta-arrestin-2	GPR35 arrestin U2OS
C/C(=N\NC(=O)c1cc(-c2ccc(Cl)s2)[nH]n1)c1ccncc1	1.8%	-0.4%	15.5%	3.4%	-13.9%	10.9%	-8.8%	2.1%	9.3%
Clc1ncnc2c1oc1ccccc12	-0.3%	0.1%	26.5%	5.7%	-31.9%	20.3%	32.0%	-4.1%	25.9%
Cc1ccc(-c2cc(C(=O)NCCN3CCOCC3)c3ccccc3n2)o1	3.7%	-0.2%	10.1%	0.7%	-22.6%	?	-13.0%	3.6%	-10.9%
CSCC[C@H](NC(=O)Nc1ccc(S(N)(=O)=O)cc1)C(=O)O	-1.3%	-0.1%	7.4%	-1.4%	1.9%	9.6%	14.0%	0.7%	-7.1%
CCCCCSc1nncc(=O)[nH]1	0.8%	-0.1%	32.6%	4.7%	-0.4%	-8.9%	-21.7%	2.5%	1.2%
O=C(c1cccc(N2C(=O)C3C4C=CC(C4)C3C2=O)c1)N1CCN(c2ccccc2F)CC1 (configuration not stated)	0.7%	-0.1%	1.0%	4.1%	-20.1%	4.4%	4.3%	-2.6%	-6.7%
CCCCn1c(N)c(N(CC)C(=O)c2cccc(OC)c2)c(=O)[nH]c1=O	-1.5%	1.1%	2.2%	10.6%	-25.7%	13.7%	-5.1%	-2.2%	-18.3%
COCCN1CC(=O)N2C(c3cccc(OC)c3)c3[nH]c4ccccc4c3C[C@H]2C1=O (some centres not stated)	-0.9%	-0.1%	6.2%	-1.8%	3.0%	-3.4%	9.4%	2.3%	-1.2%
CCCCCCCCS(=O)CCC(=O)O (configuration not stated)	-0.4%	0.1%	-5.0%	7.6%	-4.9%	-25.0%	10.6%	-4.9%	3.3%
S=C(NCc1ccco1)Nc1ccc(Oc2ccccc2)cc1	4.7%	0.2%	2.3%	1.1%	-41.2%	10.9%	-10.6%	2.5%	-15.2%
Cc1cc(C=O)c(C)n1-c1ccc2c(c1)OCO2	-2.2%	-0.3%	4.6%	1.0%	-13.5%	-21.9%	7.7%[20 µM]	-4.5%	11.0%
COc1ccc(NS(=O)(=O)c2ccc3c(c2)NC(=O)CC(=O)N3)cc1OC	2.9%	0.1%	8.7%	4.0%	-22.2%	7.0%	-35.2%	-3.2%	7.9%
COc1ccc(NC(=O)C2CCCN(S(C)(=O)=O)C2)c(OC)c1 (configuration not stated)	0.9%	-0.3%	1.6%	1.1%	-7.0%	9.3%	-54.2%[20 µM]	4.5%	4.3%
COc1ccc(S(=O)(=O)c2c(O)c3ccc(C(=O)Nc4cccc(F)c4)cc3[nH]c2=O)cc1	30.3%	-0.3%	-30.9%	1.7%	22.0%	12.8%	11.3%	9.2%	-19.7%
O=C(NC(C(=O)c1ccccc1)N1CCCCCC1)c1ccco1 (configuration not stated)	-0.3%	-0.1%	6.2%	1.6%	-19.1%	-2.9%	-3.4%	-1.0%	5.2%
COc1ccc(S(=O)(=O)NCc2ccc(C(=O)N3CCN(Cc4ccccc4)CC3)cc2)cc1	1.2%	-0.2%	-8.0%	2.7%	6.0%	5.8%	-19.9%	3.2%	-3.1%
Cc1ccccc1CS(=O)(=O)Cc1ccc(C(=O)NC2CCCCC2)o1	0.0%	-0.1%	4.6%	10.0%	-28.1%	-4.0%	-23.1%	4.8%	10.1%
C[C@@H]1OC(Nc2ccc(N=Nc3ccccc3)cc2)[C@H](O)[C@H](O)[C@H]1O (some centres not stated)	0.0%	-0.2%	-8.4%	-6.3%	-4.8%	11.5%	-1.0%	3.8%	2.8%
CC1(C)C2CCC1(CS(=O)(=O)N1CCC(C(=O)O)CC1)C(=O)C2 (configuration not stated)	-0.4%	0.3%	-4.7%	-4.0%	2.6%	9.2%	-5.9%	3.6%	15.1%
c1ccc(CN2CCN(Cc3c[nH]c4ccccc34)CC2)cc1	-1.0%	-0.1%	9.9%	-0.2%	-5.7%	10.5%	-6.3%	-1.6%	-6.2%
CCOc1cc2[nH]c(=S)n(CC3CCCN3CC)c(=O)c2cc1OCC (configuration not stated)	2.0%	-0.2%	-2.2%	-0.9%	nt	-9.5%	-34.0%	13.1%	2.4%
Cc1cccc(N2C(=O)CC(SC(N)=Nc3ccccc3)C2=O)c1 (configuration not stated)	-0.5%	0.1%	-10.1%	7.5%	-13.8%	3.3%	11.7%[20 µM]	-4.3%	-9.6%
CSc1cccc(NS(=O)(=O)c2cc(Br)cnc2N)c1	2.1%	-0.1%	-20.9%	-3.9%	21.7%	10.9%	-18.4%	-0.9%	20.0%
O=C1CCC(=O)N1CCc1c[nH]c2ccccc12	-1.0%	-0.3%	14.7%	-0.4%	-27.0%	22.3%	-27.0%	3.2%	20.6%
CC(=O)/C(=N/Nc1ccccc1[N+](=O)[O-])N1CCCc2ccccc21	-4.2%	-0.6%	9.5%	-1.2%	-16.0%	12.2%	9.3%	2.5%	-19.2%
O=C(CCc1c[nH]c2ccccc12)OCc1cccc([N+](=O)[O-])c1	-1.0%	-0.1%	-7.8%	0.4%	-8.4%	29.4%	-3.8%	-2.5%	4.8%
c1ccc(C2=Nn3c(nnc3-c3cccnc3)SC2)cc1	1.6%	-0.6%	6.6%	2.5%	-1.1%	0.6%	29.6%	-1.3%	-1.5%
CCC(=O)c1ccc(OCCSc2ncccn2)cc1	1.0%	-0.2%	-9.7%	2.5%	-20.6%	-8.0%	-4.9%	6.7%	-0.1%
COc1ccc(C(=O)Oc2ccc3c(C)cc(=O)oc3c2C(C)=O)cc1	0.6%	0.0%	1.1%	8.5%	-8.6%	13.3%	5.4%	0.3%	-10.9%
CCCNc1nc(C)cc(-c2cc(-c3ccccc3)on2)n1	0.4%	-0.1%	-2.6%	1.0%	-1.3%	6.7%	-21.2%	nt	3.8%
COc1cc(-c2cc(-c3ccc(O)cc3)nc(N)c2C#N)ccc1O	-0.4%	-0.1%	5.7%	-6.5%	17.4%	28.9%	-14.6%[20 µM]	nt	2.0%
COc1ccc(Cl)cc1Nc1nc(-c2sc(NC(=O)c3ccco3)nc2C)cs1	10.3%	0.6%	9.9%	-0.2%	51.7%	3.9%	-35.1%	-0.5%	12.8%
Cc1c(C)c2ccc(OC(C)C(=O)NCCN3CCOCC3)c(C)c2oc1=O (configuration not stated)	0.3%	0.2%	3.3%	1.8%	-12.2%	16.1%	-7.0%	-1.1%	-9.8%
CC(=O)NCCOc1nc(N(C)C)nc(N2CCOCC2)n1	-2.3%	-0.3%	0.1%	-2.7%	-8.3%	3.5%	22.3%	-2.5%	25.9%
COc1cc(C)c(S(=O)(=O)N2CCOCC2)c(C)c1C	1.4%	0.1%	-5.1%	-0.3%	-23.1%	-8.7%	10.1%	-1.2%	1.2%
Cc1csc(NC(=O)c2cc(-c3ccco3)nc3ccccc23)n1	27.7%	-0.1%	-6.5%	10.5%	-17.0%	52.8%	8.7%	6.0%	6.0%

Already shown: entries from further up.
mol	HIV peptide binding	GPR55 activation	GPR55 antagonists	Siah-1 displacement	NOD1 NF-kB reporter	AID2073	KOR beta-arrestin-1	KOR beta-arrestin-2	GPR35 arrestin U2OS
Cc1c(C)c2ccc(OC(C)C(=O)NCCN3CCOCC3)c(C)c2oc1=O (configuration not stated)	0.3%	0.2%	3.3%	1.8%	-12.2%	16.1%	-7.0%	-1.1%	-9.8%
CC(=O)NCCOc1nc(N(C)C)nc(N2CCOCC2)n1	-2.3%	-0.3%	0.1%	-2.7%	-8.3%	3.5%	22.3%	-2.5%	25.9%

Additional compounds follow:
mol	HIV peptide binding	GPR55 activation	GPR55 antagonists	Siah-1 displacement	NOD1 NF-kB reporter	AID2073	KOR beta-arrestin-1	KOR beta-arrestin-2	GPR35 arrestin U2OS
Cc1cccc(N2CCN(CCCNC(=O)C3CCCN(c4ncnc5c4nc4n5CCCCC4)C3)CC2C)c1 (configuration not stated)	-0.3%	-0.1%	-5.8%	2.5%	11.6%	19.4%	-30.2%	1.3%	-14.2%
O=C(N/N=C/c1cccnc1)c1cccs1	-0.4%	-0.2%	2.9%	0.1%	-11.9%	3.8%	-27.2%	nt	-2.7%
CCN(CC(=O)Nc1cc(C)c(Cl)cc1OC)CC(=O)NC1CCS(=O)(=O)C1 (configuration not stated)	-2.1%	-0.3%	12.5%	5.8%	-28.1%	-2.9%	-12.4%	-5.4%	-11.9%
C#CCOCCOCCOCCNc1nc(N2CCN(C(=O)[C@H](Cc3ccc(O)cc3)n3cc([C@@H](N)C(C)CC)nn3)CC2)nc(N2CCN(C(=O)[C@H](CCCCN)n3cc([C@@H](N)CC(C)C)nn3)CC2)n1 (some centres not stated)	1.3%	-0.2%	12.4%	2.5%	-23.7%	-1.4%	-12.0%	-0.6%	-8.6%
O=C1Nc2ccccc2C1(O)c1ccccc1 (configuration not stated)	0.6%	-0.2%	3.6%	4.8%	-48.6%	4.6%	-23.7%	2.2%	-4.1%
O=[N+]([O-])c1ccc(N2CCCC2)cc1NC1CC1	-0.9%	0.5%	6.5%	0.7%	5.0%	-7.2%	37.1%	-5.4%	0.7%
COC(=O)C1=C(Nc2ccccc2NC(=O)c2ccccc2C(=O)O)CSC1	-0.6%	0.0%	-3.1%	-3.0%	4.8%	-9.2%	-3.3%	-0.2%	-2.3%
O=C(Nc1ccc(N2CCOCC2)cc1N1CCOCC1)c1ccco1	-1.8%	0.0%	4.0%	-5.0%	-9.5%	-0.3%	20.4%	-4.9%	7.4%
Cc1ccc(CN2CC34C=CC(O3)C(C(=O)NCc3ccco3)C4C2=O)cc1 (configuration not stated)	0.2%	0.2%	25.4%	-2.3%	-3.7%	-5.5%	10.4%	0.9%	-6.1%
CCOC(=O)C(=O)/C(=C\N(C)C)c1onc(-c2ccccc2Cl)c1C(=O)OC	0.8%	0.2%	11.7%	3.7%	-4.1%	6.0%	7.7%	-2.2%	3.6%
CC(C)NS(=O)(=O)c1cccc2nsnc12	0.1%	0.3%	11.2%	-1.2%	20.5%	0.0%	-60.9%	8.6%	2.2%
Cc1nn2c(N3CCCC3)c3c(nc2c1-c1ccccc1)CCC3	1.0%	0.0%	-2.7%	-4.5%	7.9%	-3.1%	5.4%	5.5%	-0.5%
CCOc1ccccc1C(=O)NC(C)c1ccc2c(c1)OCO2 (configuration not stated)	-1.8%	-0.2%	-15.9%	-1.9%	-1.4%	11.9%	25.0%	-2.4%	-17.3%
O=[N+]([O-])c1ccc(F)c(N=Cc2ccc(Br)s2)c1	3.3%	0.0%	0.7%	-0.5%	-11.2%	4.0%	17.6%	0.8%	-4.8%
COc1cc(OC)c(NC(=S)NCc2ccc(F)cc2)cc1Cl	-1.8%	-0.2%	0.6%	3.0%	-25.9%	-12.1%	-0.7%	-2.2%	-11.2%
